Screening data deposited in PubChem by National Center for Advancing Translational Sciences (NCATS).
RGS4 inh – inhibitors of human regulator of G protein signaling 4 | P49798 | Transcreener GDP fluorescence polarization, RGS4-accelerated GTP hydrolysis | Potency, µM (top dose mostly 114 µM), inactives show at the top dose activity change, negative = inhibition, hits mostly inhibitors | 390,000 tested, 0.039% active | AID 504845; note: % is set by controls: 0 for no effect and ±100 for the full control effect; nearly all actives have a fitted effect of over 75% in size; some results filed as inactive show a strong effect at the top dose
Target sequence (P49798 whole entry, looked up): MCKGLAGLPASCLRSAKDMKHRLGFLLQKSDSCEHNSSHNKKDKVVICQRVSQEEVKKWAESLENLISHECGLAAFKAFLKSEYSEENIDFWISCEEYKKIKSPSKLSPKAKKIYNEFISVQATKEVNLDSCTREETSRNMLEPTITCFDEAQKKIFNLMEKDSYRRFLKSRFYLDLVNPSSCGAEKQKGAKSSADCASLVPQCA
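MLSMR compounds (23 nl, pin-transferred) preincubated 10 min at room temperature with a 500nM (2x) first reagent, then RGS4 at 900nM (2x) plus Transcreener GDP mix added; fluorescence polarization (620/688 nm) read before and after 90 min at 30 °C.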
Vif-A3F inh – Vif-A3F binding inhibition | HeLa A3F-eYFP + Vif (tagged APOBEC3F with the HIV-1 protein that degrades it), YFP fluorescence increase | Potency, µM (doses to about 46.1 µM), for the others: at the highest dose activity, negative = active | 390,000 tested, 0.2% active | AID 602313; note: % of control where 0% means no effect; nearly all actives have a fitted effect of over 65% in size
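HeLa cells stably expressing Vif plus C-terminally eYFP-tagged A3F were seeded, incubated overnight at 37 deg C, dosed with compound, incubated overnight again at 37 deg C. Yellow fluorescence (Ex 488/Em 500-530) reported blocked Vif-mediated A3F-eYFP degradation.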
RXFP1 agonist – RXFP1 (human) receptor agonism | Q9HBX9 | HEK293T-RXFP1 cAMP TR-FRET, 30 min; response scale: percent of porcine relaxin response, buffer zero | Potency, µM (doses to about 57.5 µM), for the others: top-dose activation, actives largely listed as activators | 370,000 tested, 0.3% active; note: % is set by controls: 0 for no effect and ±100 for the full control effect; nearly all actives have a fitted effect of over 60% in size; many of its hits are not listed in these tables
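Agonist response is measured as cAMP accumulation in an RXFP1-transfected HEK293T line under PDE4 inhibition. Values are scaled between buffer-only and 29 nM porcine relaxin, and EC50s come from standard Hill equation fits.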
Vif-A3G inh – inhibitors of Vif-APOBEC3G interaction. Q9HC16. HeLa A3G-eYFP + Vif (tagged APOBEC3G with the HIV-1 protein that degrades it), YFP fluorescence, overnight. Potency, µM (doses to about 46.1 µM), inactives show at the highest dose activity, negative = active, most hits filed as inhibitors. 410,000 tested, 0.076% active;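 note: % is set by controls: 0 for no effect and ±100 for the full control effect; nearly all actives have a fitted effect of over 60% in size; hits raise eYFP signal because A3G escapes Vif-driven loss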
Target sequence (Q9HC16 whole entry, looked up): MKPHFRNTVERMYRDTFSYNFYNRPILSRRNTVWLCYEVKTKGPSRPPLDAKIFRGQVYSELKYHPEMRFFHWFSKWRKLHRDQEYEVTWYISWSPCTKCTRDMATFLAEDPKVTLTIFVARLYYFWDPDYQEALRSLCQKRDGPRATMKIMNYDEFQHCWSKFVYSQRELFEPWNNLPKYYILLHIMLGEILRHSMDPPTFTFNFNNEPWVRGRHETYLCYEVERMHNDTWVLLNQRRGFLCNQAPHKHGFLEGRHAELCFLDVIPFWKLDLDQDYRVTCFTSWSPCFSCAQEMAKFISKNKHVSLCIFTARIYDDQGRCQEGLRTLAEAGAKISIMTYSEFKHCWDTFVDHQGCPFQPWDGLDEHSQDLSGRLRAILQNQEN
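Read-out is eYFP fluorescence (Ex 488/Em 500-530) from Vif-expressing HeLa A3G-eYFP cells; more signal means A3G escaped Vif-mediated degradation. Cells plated overnight, compound pinned in, incubated overnight at 37 deg C.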
USP1-UAF1 inh – blocks the human USP1/UAF1 deubiquitinase complex; 390,000 tested, 0.23% active; recombinant USP1/UAF1, Ub-Rhodamine cleavage fluorescence; Potency, µM (doses to about 57.1 µM), for the others: at the highest dose activity change, negative = inhibition, hits mostly inhibitors; O94782; note: % is set by controls: 0 for no effect and ±100 for the full control effect; nearly all actives have a fitted effect of over 60% in size; inactives centre near -12
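High-throughput fluorogenic screen: 1nM USP1/UAF1 complex, Ub-Rho substrate 150nM final, 50mM HEPES pH 7.8 with 0.5mM EDTA, 0.1 mg/ml BSA, 1mM TCEP and 0.01% Tween-20.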
TrxR1 substrate – substrates of rat thioredoxin reductase 1; 390,000 tested, 0.01% active; purified TrxR1 substrate turnover, NADPH consumption readout; Potency, µM (highest dose often 114 µM), for the others: at the highest dose activity change, negative = substrate turnover; O89049; note: % is set by controls: 0 for no effect and ±100 for the full control effect; nearly all actives have a fitted effect of over 50% in size
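Rat TrxR1, dispensed at 90 nM, was prereduced with 400 uM NADPH (final) for 5 min at ~22 deg C, then incubated with compound 15 min before 400 uM selenite. A first-read NADPH fluorescence drop versus no-compound background flagged substrates.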
12-LOX inh – ALOX12 (human) lipoxygenase inhibition | purified 12hLO, xylenol orange hydroperoxide absorbance | Potency, µM (series often up to 108 µM), inactives show at the top dose activity change, negative = inhibition, usual class: inhibitors | 580,000 tested, 1.1% active | AID 1671190; note: % is set by controls: 0 for no effect and ±100 for the full control effect
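Purified human 12hLO at 150 nM in 25 mM Hepes, 0.01% Triton X-100, pH 7.0, preincubated 15 min at room temperature with compound. Reaction started with 40 uM arachidonic acid, 30 min at room temperature. Hydroperoxide measured by Fe-xylenol orange, 573/405 nm absorbance ratio.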
mIDH1 inhibitor – inhibitors of human mutant IDH1 R132H; IDH1-R132H enzyme, NADPH consumption, diaphorase/resazurin fluorescence; Potency, µM (top dose mostly 76.6 µM), for inactives: top-dose activity change, negative = inhibition, usual class: inhibitors; 390,000 tested, 0.093% active; note: % is set by controls: 0 for no effect and ±100 for the full control effect; nearly all actives have a fitted effect of over 65% in size
Target sequence (O75874 whole entry R132H, stated change not applied): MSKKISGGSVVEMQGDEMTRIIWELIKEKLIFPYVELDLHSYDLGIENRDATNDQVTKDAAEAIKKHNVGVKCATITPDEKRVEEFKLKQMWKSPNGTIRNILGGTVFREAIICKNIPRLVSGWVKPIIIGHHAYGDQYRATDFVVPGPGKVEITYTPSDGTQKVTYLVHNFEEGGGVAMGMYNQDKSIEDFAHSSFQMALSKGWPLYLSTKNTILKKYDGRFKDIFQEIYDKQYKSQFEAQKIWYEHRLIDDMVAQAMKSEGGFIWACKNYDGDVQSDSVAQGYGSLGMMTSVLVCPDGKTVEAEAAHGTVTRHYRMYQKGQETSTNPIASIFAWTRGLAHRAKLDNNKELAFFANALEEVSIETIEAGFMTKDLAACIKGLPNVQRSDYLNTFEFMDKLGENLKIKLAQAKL
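IDH1-R132H (0.5 ug/mL dispensed) in pH 7.5 Tris buffer was preincubated 30 min with compound, then given a substrate mix of 0.016 mM NADPH and 2 mM alpha-KG for 80 min at room temperature; remaining NADPH was read by diaphorase/resazurin fluorescence.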
TrxR1 inh – blocks rat thioredoxin reductase 1 | O89049 | recombinant rTrxR1, NADPH fluorescence consumption, selenite substrate | Potency, µM (highest dose often 114 µM), inactives show top-dose activity change, negative = inhibition, actives largely listed as inhibitors | 390,000 tested, 1% active | AID 588453; note: % is set by controls: 0 for no effect and ±100 for the full control effect; nearly all actives have a fitted effect of over 65% in size
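Rat TrxR1 (90 nM in the dispensed reagent) was pre-reduced with 400 uM NADPH for 5 min at room temperature, then incubated with compound for 15 min. After 400 uM selenite was added, NADPH fluorescence (Ex 340/Em 450 nm) was followed for 8 min.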
* hit, by the source's call; i = inactive; ? = inconclusive; . = not tested or not shown; & = joins results of further samples; [ ] = another dose, or the depositor's remark. Calls come from the whole dose curve; as a rule, active = well fitted curve in the direction sought with a large enough effect; inconclusive = small, poorly fitted or top-dose-only effect, or another doubt; inactive = no such curve, though single readings can be large; an effect the other way counts as inactive or inconclusive. Potency is the fitted concentration of half-maximal effect. An excerpt, so the mix of outcomes need not match the whole.

entry | canonical_smiles | RGS4 inh | Vif-A3F inh | RXFP1 agonist | Vif-A3G inh | USP1-UAF1 inh
1 | CSc1ccccc1NC(=O)c1cc(S(=O)(=O)N(C)C)ccc1N1CCCC1 | 18% | -11% | -0.3% | 2% | -11%
2 | C[C@H](CO)N1C[C@H](C)[C@@H](CN(C)C(=O)Nc2ccccc2F)Oc2ncc(Br)cc2C1=O | . | 5% | . | 2% | -16%
3 | COc1ccc(C(=O)Nc2ccccc2C(=O)N/N=C/c2ccco2)cc1 | -12% | 1% | 1.6% | 0% | -12%
4 | O=C(Nc1nc2c(s1)CCCC2)c1ccc(N2C(=O)CCC2=O)cc1 | -2% | 5% | 4.7% | 4% | -3%
5 | CC(=O)Nc1ccc(N(C(=O)CNC(=O)c2ccco2)C(C(=O)NCc2ccco2)c2ccccc2)cc1 (stereo not given) | -3%[56.9 µM] | 0% | 1.2% | 0% | -15%
6 | CCc1ccc(C(O)(C(C)C)C(CN2CCOCC2)c2ccccc2)cc1 (stereo not given) | 2% | -21% | -0.8% | -7% | -28%
7 | Cc1cc([N+](=O)[O-])c(NC2CCCCC2)c([N+](=O)[O-])c1 | -13% | 1% | . | -2% | -16%
8 | O=C(NCCNCc1cccc(Cl)c1)c1ccco1 | -37% | 2% | . | -2% | -29%
9 | CCOC(=O)c1cnc2ccc(OCC)cc2c1Nc1cc(Cl)c(OC)cc1OC | 3% | -10% | 0.1% | 3% | 8%
10 | CSc1ccc(-c2c(C#N)c(N)nc3c2CCCC3)cc1 | -5% | -6% | 8.2% | 0% | -10%
11 | O=C(CSc1cn(Cc2ccccc2)c2ccccc12)Nc1nccs1 | -12% | 10% | -0.7% | 0% | -25%
12 | COCCn1c(SCC(=O)N2CCN(c3ccccc3)CC2)nc2c(c1=O)SC(C)C2 (stereo not given) | -8% | 4% | -1.2% | 2% | -7%
13 | CCc1ccc(OCCCCN(C)Cc2ccccc2)cc1 | 15% | -4% | -0.1% | 0% | 1%
14 | O=C(OCCCOC(=O)c1cc[n+]([O-])cc1)c1cc[n+]([O-])cc1 | 3% | -3% | 2.9% | 0% | -5%
15 | CC(C)C(c1nnnn1C1CCCCC1)N1CCCc2ccccc21 (stereo not given) | 9%[11.4 µM] | 6% | 0.0% | 1% | -3%

entry | TrxR1 substrate | 12-LOX inh | mIDH1 inhibitor | TrxR1 inh
1 | -13% | i | 1% | -14%
2 | . | 0% | 5% | .
3 | -2% | 13% | 2% | 3%
4 | -7% | -20% | 0% | -10%
5 | 14% | 6% | -2% | 36%
6 | 4% | ? | 0% | 20%
7 | 2% | 5% | 6% | 7%
8 | -4% | ? | 13% | 0%
9 | 5% | -29% | -18% | 17%
10 | 28% | -14%&-27% | 3% | -1%
11 | -4%[57.1 µM] | -9% | 11% | 12%[57.1 µM]
12 | 2%[57.1 µM] | -16% | 16% | -5%[57.1 µM]
13 | -11% | ? | 3% | -13%
14 | 0% | 209%[activator] | -10% | 9%
15 | 2% | 0%[57.4 µM] | 0% | 0%

3 of the entries above in order of their number in RGS4 inh, highest first.
no.	smiles	RGS4 inh
12	COCCn1c(SCC(=O)N2CCN(c3ccccc3)CC2)nc2c(c1=O)SC(C)C2 (stereo not given)	-8%
11	O=C(CSc1cn(Cc2ccccc2)c2ccccc12)Nc1nccs1	-12%
7	Cc1cc([N+](=O)[O-])c(NC2CCCCC2)c([N+](=O)[O-])c1	-13%

(list continues)
entry | canonical_smiles | RGS4 inh | Vif-A3F inh | RXFP1 agonist | Vif-A3G inh | USP1-UAF1 inh
16 | COc1ccc(CC(=O)NCc2ccco2)cc1OC | 18% | 1% | 0.7% | 0% | 1%
17 | COc1ccccc1N1CCN(C2C(=O)c3ccccc3N2C(C)=O)CC1 (stereo not given) | -4% | -2% | 0.4% | -1% | -21%
18 | O=C(COC(=O)C(Cc1ccccc1)NC(=O)c1ccc(Cl)cc1)c1ccc(Cl)cc1 (stereo not given) | 1%[11.4 µM] | 1% | 2.1% | -5% | ?
19 | CN1C(N)=NC(=O)/C1=C/c1ccc(F)cc1 | -14% | -1% | -3.3% | 0% | -11%
20 | O=C(CCN1C(=O)/C(=C/c2ccc3c(c2)OCO3)SC1=S)NNC(=O)c1cccnc1 | -10% | -10% | 1.4% | -2% | ?
21 | Cc1cc(C(=O)COC(=O)c2ccc(O)cc2O)c(C)n1-c1ccc(OC(F)F)cc1 | 0% | -24% | 0.4% | 1% | 1%
22 | CCOC(=O)C=Nc1c(N)n(C)c(=O)n(C)c1=O | -5% | 3% | 3.0% | 2% | -11%
23 | O=C(CC1CC2CCC1C2)OCC(=O)c1c[nH]c2ccccc12 (stereo not given) | -53% | -13% | 0.7% | -6% | -9%
24 | CC1CCCCN1S(=O)(=O)c1ccc(C(=O)Nc2nnc(-c3ccco3)o2)cc1 (stereo not given) | 9% | 0% | -3.9% | 3% | -7%
25 | Cc1sc2ncnc(N(C)C3CCCCC3)c2c1C | -32% | 10% | 8.0% | -5% | 0%
26 | Cc1ccc(N2CC(C(=O)Nc3ccccc3C(=O)NC3CCCCC3)CC2=O)cc1C (stereo not given) | 23% | -7% | . | -5% | -11%
27 | Cc1ccc(-c2nnc(C)c(N3CC(C)OC(C)C3)n2)cc1 (stereo not given) | 4% | -3% | 0.2% | -2% | -16%
28 | Cc1ccc(C)c(OCCOCCN2CCOCC2)c1 | 4% | -3% | 1.9% | 2% | -15%
29 | CCOC(=O)N1CCN(C(=O)NC2CCCCC2)CC1 | 12% | -3% | 2.4% | -3% | -6%
30 | CN(Cc1ccccc1)C(=O)COC(=O)CCC(=O)c1ccc(Cl)cc1 | 4% | -3% | . | 0% | 1%

entry | TrxR1 substrate | 12-LOX inh | mIDH1 inhibitor | TrxR1 inh
16 | 10% | 14% | 6% | 2%
17 | 2%[57.1 µM] | -28% | 2% | 10%[57.1 µM]
18 | 1% | -12% | 7% | 20%
19 | -8% | ? | 0% | 12%
20 | -3% | 3% | 5% | -1%[57.1 µM]
21 | -2% | -16% | 2% | 4%
22 | -12% | -2% | 2% | -14%
23 | -13% | 76%[activator][57.4 µM] | 9% | -6%
24 | -15% | -2% | -3% | ?
25 | -2% | ? | 7% | 0%
26 | 9% | -2% | 9% | 17%
27 | 10%[57.1 µM] | 0% | 3% | 2%[57.1 µM]
28 | 3%[57.1 µM] | -1% | -2% | 2%[57.1 µM]
29 | -2%[57.1 µM] | -7% | -3% | 6%[57.1 µM]
30 | -6% | -1% | 4% | 2%

Continued:
entry | canonical_smiles | RGS4 inh | Vif-A3F inh | RXFP1 agonist | Vif-A3G inh | USP1-UAF1 inh
31 | CCN1CCc2c(sc(NC(=O)c3ccc(S(=O)(=O)N(C)C4CCCCC4)cc3)c2C(N)=O)C1 | -6% | ? | 2.9% | ? | ?
32 | Cc1ccccc1NC(=O)CCNS(=O)(=O)c1ccc2[nH]c(=O)oc2c1 | -5% | -7% | -0.1% | 0% | -20%
33 | Cc1ccc(NC(=O)COc2ccc3oc4c(c3c2)CCCC4)c(C)c1 | -10% | 0% | 10% | 1% | -15%
34 | O=C(c1ccc(F)cc1)N(c1ccccn1)C1CCCCC1 | -9% | 4% | 0.1% | 2% | -14%
35 | CCCC12CN3CC(C)(CN(C1)C3c1ccc3c(c1)OCO3)C2=O (stereo not given) | 12% | . | 2.5% | -6% | -14%
36 | O=C(NCc1ccncc1)c1ccc(Cn2cc(C(F)(F)F)ccc2=O)cc1 | 22% | -9% | 2.5% | 0% | -3%
37 | O=[N+]([O-])c1ccccc1S(=O)(=O)NCc1cccnc1 | ? | 9% | 0.3% | -7%&2% | 2%
38 | O=[N+]([O-])c1cccc2c(S(=O)(=O)N3CCCCC3)cccc12 | 18% | 2% | 4.3% | 0% | -23%
39 | O=C(Nc1nc(-c2ccc(S(=O)(=O)N3CCCC3)cc2)cs1)c1cccs1 | -33% | 1% | 1.2% | -6% | -21%
40 | Cc1cc(/C=C(\C#N)C(=O)Nc2ccccc2)c(C)n1-c1ccc(C(=O)O)cc1 | 13%[11.4 µM] | -5% | 3.0% | -6% | -8%
41 | CCN1C(=O)c2ccc(C(=O)Nc3cccc(C(=O)O)c3)cc2C1=O | 1% | 0% | 3.3% | 3% | -15%
42 | CC(=O)Nc1nonc1-c1nc2ccccc2n1N(C(C)=O)C(C)=O | -18% | -9% | 0.0% | 0% | -26%

entry | TrxR1 substrate | 12-LOX inh | mIDH1 inhibitor | TrxR1 inh
31 | 1%[57.1 µM] | ? | -1% | 29%[57.1 µM]
32 | -3% | -16% | 1% | 10%
33 | 8% | -17% | -6% | 19%
34 | 1% | 10% | 0% | 27%
35 | 9% | -2% | 3% | 24%
36 | 3% | 0% | 0% | 25%[0.457 µM]
37 | 3%[57.1 µM] | -10% | -2% | 16%[57.1 µM]
38 | 1% | -2% | 10% | 13%
39 | 8%[57.1 µM] | 2% | 1% | 18%[57.1 µM]
40 | -9% | ? | -13% | -8%
41 | 7%[57.1 µM] | 116%[activator] | -4% | 12%
42 | 24% | -10% | 6% | 56µM*
